# Insulin prom up: MIN6 insulin promoter up-regulation. MIN6 insulin promoter-GFP reporter, high-content imaging; stronger effect = higher value. z-score at 5 µM. 190,000 compounds, 0.3% hits. AID 1625;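 active means z-score above 3 at 5 µM with at least 500 cells counted in the well; inconclusive means wells under 500 cells, flagged as cytotoxic or low count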
# Hep lipid drop: hepatic lipid droplet formation modulation; inhibition, % at 6.5 µM; AML12 mouse hepatocytes, oleate lipid droplets, BODIPY imaging; 240,000 compounds, 0.4% hits; AID 1656;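 active means lipid droplet intensity inhibited by at least 50%, with more than 500 cells counted; inconclusive means wells with under 300 cells, treated as cytotoxic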
#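 Test system: AML12 mouse liver cells; schedule: overnight exposure; technique: high-content imaging of BODIPY-stained droplets and DAPI nuclei; read-out: % inhibition of corrected integrated BODIPY droplet signal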
# ER stress rescue: rescue of cells from ER stress-induced death, primary screen, 384-well, CSM14.1, thapsigargin, ATP luminescence (AID 1222); CSM14.1 thapsigargin-induced death rescue, ATP luminescence; higher % means a stronger effect; cellular ATP content (survival), % at 20 µM, or EC50 in µM where a hit was titrated; 190,000 tested, under 10 active;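 active means EC50 below 50 µM in the dose-response confirmation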;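 further: death triggered by thapsigargin at about 15 µM added after 2 h compound pretreatment; cell ATP read after overnight thapsigargin exposure of roughly 18 to 22 hours; normalized against plate controls of thapsigargin alone and 5% DMSO vehicle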
# XIAP antagonists: small molecules displacing peptide from XIAP – biochemical, IAP family, fluorescence polarization (AID 1018). XIAP BIR domain, fluorescence polarization peptide displacement; higher % means a stronger effect. displacement, % at 20 µM; hits with a dose series show IC50 in µM. 200,000 compounds, 0.007% hits; in the data active means displacement above about 50%; further: a part of the inactive calls stands beside numbers as strong as those of hits
# Autophagy HCS: autophagy modulation, high-content screen. MEF GFP-LC3 puncta imaging; test concentration mostly 10 µM. calls only at 10 µM (by protocol). 190,000 compounds, 0.98% hits. AID 463193;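 active means percentage of spot-positive cells more than 3 SD above its plate mean, without a fluorescence outlier flag or 80% toxicity; inconclusive means no clear call, values can overlap the other calls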;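 further: spot-positive cell cutoff set from DMSO-treated cells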
# WT yeast gro inh: growth inhibition of WT yeast, mitochondrial fusion screen; inhibition, % at 10 µM; AID 1362; mitochondrial fusion phenotypic screen, WT strain; 190,000 compounds, 2.1% hits; in the data active means inhibition above about 58%; tested in S. cerevisiae
# MT stabilizer: microtubule stabilization, imaging screen; HeLa tubulin immunostaining HCS, 24 h; share of cells brighter than vehicle mean+2SD; 200,000 compounds, 0.83% hits; AID 2205; % tubulin-high responders, % at 10 µM;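 active means plate Z-score above 3 for both tubulin-high and condensed-nucleus cell shares, with cell loss under 80%, at 10 µM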;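 further: anti alpha tubulin signal scored within the nucleus-defined area of each cell; some results filed as inactive read as strong as hits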
# b-catenin transl: modulators of beta-catenin nuclear translocation. HeLa beta-catenin nuclear translocation, immunofluorescence imaging. nuclear translocation activity, % at 5 µM. 190,000 compounds, 0.3% hits. AID 1665;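 active means nuclear translocation activity above 50% at 5 µM, with a well cell count of 50 or more; inconclusive means wells under 50 cells across six images, flagged as toxic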;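 further: per-cell ratio of nuclear to cytoplasmic median beta-catenin stain intensity; plate controls were DMSO negative control for no effect and GSK-3 inhibitor IX positive control for full effect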
#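 Test system: human HeLa cells, native beta-catenin. Compound dosing: 5 µM primary single dose, 0.1% DMSO, 0.02–20 µM confirmation series. Incubation: compound exposure 24 h at 37°C. Detection: beta-catenin immunostaining with DAPI counterstain, 20x imaging, 6 fields/well. Read-out basis: Nuclear/cytoplasmic beta-catenin signal ratio, % activation.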
# Dynein transport: dynein cargo transport inhibition. z-score, hits read low. AID 1381. 3617.4 mouse cells, GR-EGFP nuclear translocation imaging; test concentration mostly 20 µM; stimulated with dexamethasone, 1 µM; stronger effect = lower value. 220,000 compounds, 0.47% hits;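 active means plate z-score of nuclear minus cytoplasmic receptor signal below a set negative limit, without overly bright fluorescence or cell loss, cut at about -3.5 in these data, passing the limit was not always enough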;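 further: z-score of nuclear minus cytoplasmic ring GR-EGFP intensity difference per well; some compounds called inactive have numbers as strong as hits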
#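 Buffer or medium: tet-free, stripped-serum medium; Also added: dexamethasone, 1.0 µM final; Technique: high-content fluorescence imaging after fixation; Times: 48 h induction, 1 h compound, 30 min dex at 37 °C; Read-out: per-cell GR-EGFP intensity, nucleus versus surrounding cytoplasmic ring, well-averaged.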
# WT yeast gro inh mutant strain: second read-out of WT yeast gro inh, no call of its own (marks repeat the call); inhibition, %; mitochondrial fusion phenotypic screen, mutant strain inhibition
# Dynein transport cytoplasmic EGFP: second read-out of Dynein transport, no call of its own (marks repeat the call); z-score; measured here: cytoplasmic GR-EGFP intensity; stronger effect = higher value
# Dynein transport nuclear GR-EGFP: further read-out of Dynein transport, marked with its call; z-score; measured here: nuclear GR-EGFP intensity;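 lower value marks the stronger effect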
# Dynein transport cell count: recorded beside Dynein transport, whose call it bears; z-score; measured here: cell count per field
# Insulin prom up cell count: second read-out of Insulin prom up, no call of its own (marks repeat the call); cell count; measured here: cytotoxicity, nuclei count;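 total cells summed across four imaged fields per well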
# Hep lipid drop cells 6.5 µM: recorded beside Hep lipid drop, whose call it bears; cell count; measured here: cell count, cytotoxicity flag;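 cells counted across two imaged fields per well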
# b-catenin transl cell count 5 µM: second read-out of b-catenin transl, no call of its own (marks repeat the call); cell count; measured here: cell count, cytotoxicity flag
# MT stabilizer Hoechst-high %: also measured in MT stabilizer; calls as there; % Hoechst-high responders; measured here: nuclear condensation Hoechst responders;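 share of cells brighter than vehicle mean plus two SD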
# MT stabilizer cytotoxicity %: also measured in MT stabilizer; calls as there; toxicity, %; measured here: cytotoxicity by cell density;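 0% = mean cell density of plate MIN control wells and 100% = no cells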
# Autophagy HCS cell loss 18 h: also measured in Autophagy HCS; calls as there; toxicity, %; measured here: cell loss, nuclei count;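 cell loss after 18 h compound exposure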
# * hit, by the source's call; i = inactive; ? = inconclusive; · = no result given; + = active, no number.
SMILES	Insulin prom up	Insulin prom up cell count	Hep lipid drop	Hep lipid drop cells 6.5 µM	ER stress rescue	XIAP antagonists	Autophagy HCS	Autophagy HCS cell loss 18 h	WT yeast gro inh	WT yeast gro inh mutant strain	MT stabilizer	MT stabilizer Hoechst-high %	MT stabilizer cytotoxicity %	b-catenin transl	b-catenin transl cell count 5 µM	Dynein transport	Dynein transport cytoplasmic EGFP	Dynein transport nuclear GR-EGFP	Dynein transport cell count
CC1(C)CC(=O)C2=C(C1)NC(=O)NC2c1ccccc1 (stereo not drawn)	0.3	1326	-3	699	0.3%	-7.1%	i	-4	15	13	1.6	1.2	2.9	-1.0	1018	1.6	-0.093	0.81	-0.99
Nc1cc(F)ccc1N1CCCCCC1	0.73	1263	-9	689	-1.5%	-0.7%	i	11	5	-10	3.0	1.6	5.9	-2.1	1032	-0.17	-0.22	-0.67	0.15
Cc1cc(Nc2ccc(F)cc2C)n2ncnc2n1	-1.1	1756	20	628	·	-0.5%	i	-5	4	-5	7.2	1.8	11	-1.1	1115	1.4	-0.26	0.76	0.27
O=c1cc(-c2ccccc2)[nH]c2ccc(F)cc12	2	665	?	·	20%	-3.8%	i	50	5	-7	8.2	58	29	·	·	0.095	-0.29	0.38	0.35
O=C1C2CC=CCC2C(=O)N1Cc1nnc(-c2ccc(Cl)cc2)o1 (stereo not drawn)	-1.2	1366	-4	718	-0.9%	-5.8%	i	-1	-4	15	3.1	1.5	3.9	1.5	1044	-0.37	-0.31	0.14	0.7
COc1ccc(C(=O)NCc2ccc(C)cc2)cc1S(=O)(=O)N1CCCc2ccccc21	·	·	-9	792	1.3%	-2.1%	i	3	27	11	3.2	1.0	7.6	·	·	-0.2	-0.26	0.28	0.22
Fc1ccc(-c2nnc3ccc(N4CCCC4)nn23)cc1	-0.5	1528	3	615	·	-1.6%	i	9	6	2	2.9	2.0	1.7	-0.4	1146	-0.36	-0.18	0.073	0.53
COc1ccc(NC(=O)c2ccc(CN3CCN(c4ccccc4)CC3)cc2)cc1	0.99	1257	-1	748	1.7%	-7.1%	i	-5	18	6	2.5	1.9	6.2	-4.9	1164	-0.51	-0.18	-0.32	0.31
Cc1cc(N/N=C/c2ccccc2F)c2ccccc2n1	·	·	-25	730	-0.3%	-0.9%	i	-57	21	20	1.8	2.3	13	5.3	484	1.2	-0.067	0.57	-0.065
CCn1nc(CC(=O)Nc2ccc(-n3cnnn3)c(C)c2)c2ccccc2c1=O	-1.2	1214	·	·	3.3%	-2.7%	i	10	-2	-4	5.0	2.8	7.0	-5.1	1000	-0.66	0.3	0.061	0.31
COc1cc(C(=O)NNC(=O)c2ccc(NC(=O)C(C)(C)C)cc2)cc(OC)c1OC	·	·	2	614	0.9%	-4.6%	i	-8	-10	9	2.6	1.5	9.9	0.1	1579	0.22	-0.31	0.042	0.29
COc1cc(OC)c2c(c1)C(=O)OC2OC (stereo not drawn)	0.83	1014	-29	671	·	·	·	·	·	·	·	·	·	0.6	1226	-0.38	-0.27	0.24	0.46
CCc1ccc2c(c1)cc(CN(C(=S)Nc1ccccc1)C1CC1)c1nnnn12	1.4	1746	-3	591	-1.2%	-10%	+	3.2*	3	-2	1.3	2.4	5.5	-0.8	996	·	·	·	·
CCCN(CCC)C(=O)CC(c1ccccc1)c1cc(Br)ccc1O (stereo not drawn)	0.21	684	-24	739	-0.5%	-4.6%	i	16	76*	22*	1.5	1.1	7.0	-2.0	1106	0.79	0.45	1.1	-1.2
Cc1cccc(N(C)C(=O)C2CCCN2S(=O)(=O)c2cccc3nsnc23)c1 (stereo not drawn)	0.22	1121	-15	727	·	·	·	·	·	·	·	·	·	1.0	1289	0.49	-0.15	0.85	-1.3
Cc1nc2ccccc2c(=O)n1/N=C1\C(=O)N(C)c2ccccc21	-0.69	1028	-18	616	-2.3%	-3.0%	i	5	-9	-7	1.7	2.6	6.1	-0.2	1519	-0.39	-0.21	-0.25	-0.11
O=C(CN1C(=O)COc2ccccc21)NCCCN1CCc2ccccc2C1	0.59	1262	-14	744	-3.0%	-5.8%	i	5	-7	-9	1.8	1.9	4.1	·	·	0.34	-0.24	0.36	0.86
CC(C)(C)OC(=O)N1CCC[C@@H]1C(=O)N1CCC(C(=O)O)CC1	·	·	·	·	-0.8%	-2.5%	i	18	-12	11	4.6	2.5	4.7	-1.1	867	-1.2	-0.17	-0.31	0.98
COc1ccc(NC(=O)Cn2c(-c3ccccc3)cn(-c3ccc(C)cc3)c2=O)cc1	0.85	1072	12	791	-0.4%	-15%	i	1	6	-5	0.9	1.5	8.0	·	·	-0.63	-0.22	-0.45	0.91
CCCCN(CC)CCCNC(=O)c1ccc(CSc2nc3ccncc3[nH]2)cc1	1.2	1155	-11	750	-1.7%	-5.6%	i	-9	8	7	3.2	2.0	8.4	-1.2	1049	-0.52	-0.26	-0.53	0.91
Cc1cc(C)nc(/N=C(\N)Nc2cccc([N+](=O)[O-])c2)n1	1.6	1547	7	707	-2.5%	-5.2%	i	-5	0	8	1.9	1.4	1.0	1.5	1042	0.74	-0.26	0.43	-0.24
O=C(CN1C(=O)C2CC=CCC2C1=O)Nc1nc2ccccc2[nH]1 (stereo not drawn)	-0.99	1517	·	·	1.4%	-1.9%	i	-18	-8	16	1.2	1.5	5.8	-2.1	970	0.13	-0.23	0.23	0.46
COc1ccc(CC(=O)NCc2ccccc2)cc1S(=O)(=O)N1CCOCC1	0.68	2077	-10	652	-3.1%	-3.6%	i	-4	-20	-13	2.8	2.6	5.2	-1.1	1062	-0.12	-0.25	-0.12	0.63
Cc1onc(-c2ccccc2)c1CNS(=O)(=O)c1ccccc1[N+](=O)[O-]	-0.3	1459	-13	726	·	·	·	·	·	·	·	·	·	-5.0	1158	0.76	-0.25	0.32	-0.068
Cc1ccc(-c2nn3cnnc3c3ccccc23)cc1C	-1.5	1038	-4	727	1.0%	-1.7%	i	-3	9	-5	1.7	2.4	4.2	3.2	968	0.56	-0.63	1.2	0.61
Cc1cc(C)cc(N2C(=O)CC(N3CCOCC3)C2=O)c1 (stereo not drawn)	0.67	910	1	765	-2.0%	-8.3%	i	-4	10	3	2.5	1.5	8.5	-4.2	1135	-1.2	-0.043	-0.4	1.1
Nc1nc(/C=C/c2ccc(F)cc2)nc(-c2ccccc2O)n1	-0.36	1375	19	688	8.8%	0.7%	i	-3	4	-14	3.2	1.5	15	-0.5	957	0.82	-0.23	0.6	0.93
COc1cccc(CNC(=O)C2CCCN(S(=O)(=O)c3cnc[nH]3)C2)c1 (stereo not drawn)	-0.83	990	·	·	-0.1%	-3.7%	i	7	1	8	2.1	3.2	8.3	·	·	0.19	-0.24	0.19	0.15
COC(=O)Cn1c2ccccc2c2nc(=O)cc(C)n21	·	·	-12	696	-2.2%	-0.6%	i	11	-1	5	2.8	2.4	3.4	-0.2	1084	0.1	-0.3	0.15	-0.02
CC(OC(=O)c1ccc2c(=O)n3c(nc2c1)CCCCC3)C(=O)Nc1ccc(Cl)cn1 (stereo not drawn)	0.28	1271	5	660	-2.8%	-13%	i	-11	-17	2	5.4	2.4	5.0	1.1	545	-0.66	1.2	-0.4	0.42
C/C(=N/NC(=O)CNC(=O)CCc1ccccc1)c1ccc(Cl)c(Cl)c1	0.27	1085	-4	665	·	·	·	·	·	·	·	·	·	-0.2	1276	0.22	-0.28	-0.3	0.28
Nc1nnn(CC(=O)N/N=C/c2ccccc2)n1	0.03	921	-8	619	·	·	·	·	·	·	·	·	·	-0.4	1418	-0.69	-0.24	0.4	-0.46
COc1ccc(CONS(=O)(=O)c2ccc(NC(C)=O)cc2)cc1Cl	·	·	·	·	-2.3%	-0.5%	i	-30	·	·	2.6	2.1	7.5	·	·	0.96	-0.22	0.75	-0.45
O=C(CCN1C(=O)c2ccccc2C1=O)Nc1cccc(F)c1	·	·	14	762	-0.1%	-5.6%	i	-5	-7	2	1.2	1.8	11	·	·	-0.13	-0.17	0.14	-0.19
COC(=O)c1ccccc1NC(=O)c1cc(-c2ccc(O)cc2)on1	-1	920	·	·	-0.2%	-5.4%	i	1	-22	3	8.8	4.8	4.0	-1.1	1189	-0.57	-0.13	-0.3	0.29
O=C(Nc1cccc(S(=O)(=O)N2CCOCC2)c1)c1cc2c(s1)CCC2	0.05	961	-4	709	4.0%	-3.6%	i	10	40	-20	2.0	1.7	4.3	-9.3	1198	-0.39	-0.25	-0.025	0.42
COc1cc(C(=O)Nc2ccc(Oc3ncnc4sc(-c5ccccc5)cc34)cc2)cc(OC)c1OC	0.03	1177	1	702	-0.4%	-3.8%	i	14	6	4	3.9	3.2	3.7	-3.9	553	-0.57	-0.14	-0.28	0.88
